From PubChem
TcdB inh = TcdB glycohydrolase inhibition; hit rate 0.24% among 350,000; P18177; inhibition, % at 9.99 µM; AID 652162; TcdB glycohydrolase enzymatic assay, plate reader; in the data active = inhibition above about 10%
DUSP3 inh = inhibitors of human VHR1 phosphatase (DUSP3); inhibition, % at 13.3 µM; recombinant VHR phosphatase, pNPP absorbance; P51452; hit rate 0.52% among 290,000; in the data active = inhibition above about 50%; note: some compounds called inactive have numbers as strong as hits
Target sequence (P51452 whole entry, looked up): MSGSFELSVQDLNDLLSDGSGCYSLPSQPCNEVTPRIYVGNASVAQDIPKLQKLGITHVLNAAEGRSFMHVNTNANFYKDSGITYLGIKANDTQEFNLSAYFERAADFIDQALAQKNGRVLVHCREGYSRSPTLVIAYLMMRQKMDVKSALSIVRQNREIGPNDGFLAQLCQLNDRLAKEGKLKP
PfHsp40 yeast = rescue of PfHsp40-mediated yeast toxicity; S. cerevisiae expressing PfHsp40, growth rescue, ATP luminescence; growth rescue, % at 12.5 µM; hit rate 0.68% among 340,000; AID 504582; in the data active = growth rescue above about 28%, passing the limit was not always enough;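 note: yeast W303a lacking pdr1 and pdr3 grown in galactose medium; growth measured after three days at 30 °C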
BH1578 lux ind = inducers of Vibrio cholerae quorum light production without autoinducers; V. cholerae BH1578 lux reporter, luminescence, 6 h; activation, % at 18.7 µM; hit rate 0.16% among 350,000; in the data active = activation mostly above about 9.7%, no sharp cut-off; note: not every result past the cut was called active; inactives centre near 0; reference of the scale not given here
BoNT-A LC inh2 = blocks Botulinum neurotoxin A light chain protease. hit rate 0.17% among 360,000. inhibition, % at 10 µM. AID 588499. multiplex microsphere protease substrate cleavage, flow cytometry; note: plate controls were buffer without enzyme for full effect and enzyme alone for no effect
PriA SSB inh = K. pneumoniae PriA-SSBct interaction inhibition. AID 1272365. hit rate 0.6% among 430,000. inhibition, % at 33 µM. AlphaScreen SSBct-PriA binding, biotinylated peptide; in the data active = inhibition mostly above about 37%, no sharp cut-off; inactive = mostly below about 20%;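 note: plate controls were negative control peptide for no effect and reference peptide for full effect; strong numbers were not always called active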
3CLpro inhibitor = SARS-CoV 3CLpro protease inhibition; AID 1706; inhibition, % at 6 µM; recombinant SARS-CoV 3CLpro, quenched FRET peptide cleavage; hit rate 0.14% among 290,000; in the data active = inhibition above about 12%
Anthrax LF prot = blocks Bacillus anthracis lethal factor protease. P15917. multiplex microsphere protease cleavage assay, LF. inhibition, % at 10 µM. hit rate 0.12% among 360,000; note: plate controls were buffer without enzyme for full effect and enzyme alone for no effect
Target sequence (P15917 whole entry, looked up): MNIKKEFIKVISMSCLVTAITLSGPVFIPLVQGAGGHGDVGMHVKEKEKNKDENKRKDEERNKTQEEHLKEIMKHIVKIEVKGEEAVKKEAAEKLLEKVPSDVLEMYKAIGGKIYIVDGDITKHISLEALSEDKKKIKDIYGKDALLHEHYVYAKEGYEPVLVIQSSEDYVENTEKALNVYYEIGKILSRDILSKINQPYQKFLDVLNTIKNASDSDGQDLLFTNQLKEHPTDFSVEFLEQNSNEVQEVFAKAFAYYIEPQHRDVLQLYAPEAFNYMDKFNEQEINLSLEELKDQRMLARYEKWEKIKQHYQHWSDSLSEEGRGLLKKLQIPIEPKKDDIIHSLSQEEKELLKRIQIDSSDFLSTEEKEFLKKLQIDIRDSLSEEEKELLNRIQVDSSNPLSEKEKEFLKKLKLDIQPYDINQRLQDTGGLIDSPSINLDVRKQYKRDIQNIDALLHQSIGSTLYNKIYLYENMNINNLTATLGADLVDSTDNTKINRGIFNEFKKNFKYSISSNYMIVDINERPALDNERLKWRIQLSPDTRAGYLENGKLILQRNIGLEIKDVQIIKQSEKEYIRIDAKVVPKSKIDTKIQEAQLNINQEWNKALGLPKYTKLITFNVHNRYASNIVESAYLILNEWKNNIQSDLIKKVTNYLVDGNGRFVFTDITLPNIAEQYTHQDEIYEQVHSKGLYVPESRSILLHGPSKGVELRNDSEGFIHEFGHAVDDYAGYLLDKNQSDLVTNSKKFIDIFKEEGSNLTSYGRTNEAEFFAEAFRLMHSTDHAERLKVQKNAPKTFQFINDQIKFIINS
Yp Topo-I inh = inhibitors of Yersinia pestis topoisomerase I; AID 504884; activity, % at 10 µM; hit rate 0.064% among 360,000; Y. pestis Topo-I cleavage product accumulation, plate reader; in the data active = activity above about 50%, passing the limit was not always enough; note: inactives centre near 2
CCHF vOTU inh = CCHFV vOTU protease inhibition. inhibition, % at 11.5 µM. Pep-AMC fluorescence. AID 651958. hit rate 0.55% among 370,000; in the data active = inhibition above about 30%; note: 0% = vehicle wells with enzyme and 100% = no enzyme wells
Active calls of the source: *; i = inactive; x = no result given; & = joins results of further samples. Cut-off read from the data, not from the text of the source, unless noted: active = inhibition above about 30%; inconclusive = no clear call, values can overlap the other calls; inactive = below that. These rows are one share of the data; count on the stated rates, not on these rows.

SMILES	TcdB inh	DUSP3 inh	PfHsp40 yeast	BH1578 lux ind	BoNT-A LC inh2	PriA SSB inh	3CLpro inhibitor	Anthrax LF prot	Yp Topo-I inh	CCHF vOTU inh
CCOc1ccc(N(CC(=O)NC2CC2)S(=O)(=O)c2ccc(C)cc2)cc1	1.0	16	-1.5	-0.4	-1.8	-7	0	-1	12	3
CC(C)c1ccc(/C=C/C(=O)NCCCc2ccccc2)cc1	x	21	9.1	-0.3	0.3	-1	2	-1	17	2
O=C(/C=C/c1ccc(Cl)cc1Cl)c1nc2ccccc2[nH]1	x	6	0.1	-1.6	0.3	0	3	-2	-4	1
COc1ccc2cc(S(=O)(=O)n3cnc(C)c3)ccc2c1	1.7	10	0.3	-0.5	-0.5	-7	1	-1	2	-2
COCCN(C(=O)CNC(=O)c1cccs1)C(C(=O)NC(C)(C)C)c1ccccc1 (configuration not stated)	1.1	27	0.5	-0.7	0.8	1	-2	1	-8	0
Cc1cc(C)cc(C(=O)NC(CC(N)=O)c2ccc(NC3CCCC3)c([N+](=O)[O-])c2)c1 (configuration not stated)	1.6	24	-1.2	i	-0.6	13	2	-9	0	-3
CN(C)c1ccc(-c2noc(C3CCN(C(=O)Nc4ccc(Cl)cc4)CC3)n2)cc1	0.2	-7	-0.6	-0.3	-0.7	-13	3	-1	-5	-5
COc1ccc(CNC(=O)COC(=O)CC(NC(N)=O)c2ccc(Cl)cc2)cc1OC (configuration not stated)	1.0	x	-1.0	i	1.1	0	x	4	4	-3
O=C(Nc1ccccc1)Nc1ccccn1	x	7&22	-0.6	1.0	-0.4	-19	4&-4	-5	-8	-6
O=C(CN1C(=O)/C(=C\C=C\c2ccccc2)SC1=S)Nc1ccc(F)cc1	0.4	-4	0.2	-0.4	34*	-9	2	18	-10	3
Cc1ccccc1C(=O)NNC(=O)CCC(=O)Nc1cccc(Cl)c1C	0.0	-13	-1.7	i	0.6	-2	3	-2	-5	-6
COC(=O)c1ccc(NC(=O)CN(c2ccc(C)cc2)S(=O)(=O)c2c(C)nn(C)c2C)cc1	0.9	6	-1.6	-1.8	-1.3	11	-2	-1	0	-9
Cc1ccc(-n2nnc3ccccc3c2=O)cc1C	x	-8	0.4	-0.7	0.0	1	5	-1	0	8
Nc1ccc2nc3c(=O)[nH]c(=S)[nH]c3nc2c1	-0.3	121	1.5	-0.7	-4.3	1	-2	-4	-7	17
O=C(COC(=O)c1ccc([N+](=O)[O-])cc1)NCCC1=CCCCC1	-0.1	x	-0.6	-0.8	-0.2	-15	x	5	3	15
C[C@]12c3[nH]c4ccc(Cl)cc4c3CCN1C(=O)[C@@H](CC(=O)NCCc1ccccn1)C[C@@H]2C(=O)N1CCOCC1	-7.9	x	-1.2	i	-0.1	-2	x	0	25	12
COc1cccc(NC(=O)C(OC(=O)c2ccccc2NS(=O)(=O)c2cccs2)c2ccccc2)c1 (configuration not stated)	x	22	1.0	-0.2	0.5	-20	3	0	-15	0
CC1CN(c2ccc(NC(=S)Nc3ccc(N4CC(C)OC(C)C4)cc3)cc2)CC(C)O1 (configuration not stated)	-13	8	1.1	0.8	-1.0	4	0	-6	8	-6
CSc1ccc(C2C(C#N)=C(N)Oc3cc4c(cc32)OCO4)cc1 (configuration not stated)	-3.0	11	-1.5	-0.6	0.2	-5	7	0	3	-9
CCOc1cccc(CNCCCSc2ncccn2)c1	1.0	2	1.5	0.8	-4.1	-13	0	7	1	-2
CC(=O)Nc1cc(C(=O)OCC(=O)c2ccccc2)ccc1C	x	2	0.4	-0.3	0.1	-4	-1	-3	-7	6
COc1cc(OC)c(S(=O)(=O)Nc2ccc(C(=O)N3CCCC3)cc2)cc1NC(C)=O	0.3	-11	0.3	i	0.1	-15	1	1	2	0
O=C(NCc1cccs1)C(=O)NCC(c1ccco1)N1CCN(c2ccc(F)cc2)CC1 (configuration not stated)	0.8	15	1.8	i	-0.8	7	-2	-3	19	-14
Cc1c(Nc2nc(-c3ccccc3)cs2)c(=O)n(-c2ccccc2)n1C	0.9	7	1.8	-0.3	-0.2	3	-7	-2	-1	11
COc1cccc(NC(=O)N(C)C[C@@H]2Oc3ncc(Br)cc3C(=O)N([C@@H](C)CO)C[C@H]2C)c1	0.0&0.9	x	x	i	-0.1	x	x	-3	2	0
O=C(NN1CCN(Cc2ccccc2)CC1)c1ccc(N2CCOCC2)c([N+](=O)[O-])c1	1.5	22	-1.1	-1.6	-0.8	2	0	-5	1	-6
COc1ccccc1-c1c(-c2ccc(OCC(=O)NN)cc2O)n[nH]c1C(F)(F)F	0.0	5	0.7	-0.4	-0.8	7	2	-3	4	7
COc1ccc(S(=O)(=O)N2CCC[C@H]2C(=O)N2CCC[C@H]2C(=O)N[C@H](C)c2ccccc2)cc1C	-0.6	x	x	x	-0.4	x	x	-3	x	-2
Cc1cccc(NC(=O)C2CCN(C(=O)c3ccco3)CC2)c1C	-0.2	22	-1.2	-2.8	0.4	4	2	0	6	-2
COc1ccc(C(=O)OCCCOC(=O)c2ccc(OC)cc2OC)c(OC)c1	-0.5	-3	0.5	-1.0	-3.2	-15	1	-2	18	-4
COCCCNC(=S)Nc1ccc(CC(=O)O)cc1	x	2	0.6	-0.3	-0.5	-17	4	-1	0	3
Nc1ccc(OC(=O)Nc2ccc(O)cc2)cc1	12*	8	0.2	0.5	-1.7	7	2	-7	-3	15
CCOC(=O)C1CCN(CCC(=O)Nc2ccccc2Cl)CC1	x	31	-1.0	x	0.8	-13	-7	-12	14	9
O=C1N(Cc2cccc(Cl)c2)C[C@@H]2C[C@@H](c3ccc4nonc4c3)N3CCC[C@@]123	1.7	15	0.2	-0.6	-0.4	0	2	-12	1	12
CSc1nc(N)nc2c1ncn2CC(=O)NCc1ccc2[nH]ccc2c1	1.7	x	-0.7	i	0.3	-4	x	-15	-8	-7
NC(=O)c1cc2ccccc2o/c1=N/NC(=O)c1cccc(F)c1	-1.0	-16	0.8	0.5	-2.4	x	-8	-10	-3	8
CCO[C@@H]1OC(C(=O)NCc2ccccc2)=C[C@H](c2coc3ccccc3c2=O)[C@H]1CCCO	-0.4	18	-0.9	i	-0.3	-13	-4	9	8	3
CCOC(=O)c1[nH]c2ccccc2c1NC(=O)c1ccc(S(=O)(=O)N2CCOCC2)cc1	0.3	0	1.5	-0.2	-1.3	-11	2	2	42	6
Cc1c(C)c2ccc(OCC(=O)Nc3ccccn3)cc2oc1=O	2.1	1	-0.7	-0.2	-0.3	-57	-7	-1	4	-2
O=C(CSc1nc2ccccc2c(=O)n1Cc1ccc(F)cc1)NCC1CCCO1 (configuration not stated)	0.5	x	-0.1	-1.2	-3.8	-5	x	1	-1	0
O=C(NCc1ccccc1)c1cccc(Br)n1	0.7	-3	-0.8	1.0	-0.1	-2	-1	1	-2	0
CCc1cccc(C)c1NC(=S)N(CCN(C)C)C(C)c1ccco1 (configuration not stated)	-0.2	3	-0.1	-0.5	0.5	-9	-3	2	-4	-6
Cc1ccc(S(=O)(=O)Cc2ccccc2Cl)cc1	3.7	-4	-1.0	i	-0.1	-22	3	-1	11	-7
O=C(O)c1cccnc1Cl	1.3	-5	-1.1	i	-1.0	-15	5	3	-3	1
Clc1cc(Br)ccc1OCCOCCN1CCCC1	0.3	44	-1.4	-0.9	-3.1	-11	1	-11	5	-10
COCCCNC(=O)Cc1c(C)c2c(cc(C)c3c(C)c(C)oc32)oc1=O	0.2	-4	1.6	-0.4	-1.0	-6	0	-15	-1	-7
NC(=O)c1ccsc1NC(=O)COC(=O)c1cccnc1Cl	0.4	x	-0.6	-1.6	0.9	-15	x	-2	0	-4
N#Cc1ccc(C(=O)OCCc2cc3ccccc3c(=O)o2)cc1	0.8	x	-1.1	i	-0.2	-5	x	-2	-1	-2
Cc1ccc(C(=O)CC(=O)c2ccccc2C)c(O)c1	-0.7	12	2.7	-0.6	-3.0	10	2	-12	-5	-1
Cc1ccc(C(=O)N2CC=C(c3ccccc3)CC2)s1	1.8	x	1.2	i	-2.1	-4	x	1	0	-1

Overlap with the part before: 2 entries, followed by the next part.
SMILES	TcdB inh	DUSP3 inh	PfHsp40 yeast	BH1578 lux ind	BoNT-A LC inh2	PriA SSB inh	3CLpro inhibitor	Anthrax LF prot	Yp Topo-I inh	CCHF vOTU inh
Cc1ccc(C(=O)CC(=O)c2ccccc2C)c(O)c1	-0.7	12	2.7	-0.6	-3.0	10	2	-12	-5	-1
Cc1ccc(C(=O)N2CC=C(c3ccccc3)CC2)s1	1.8	x	1.2	i	-2.1	-4	x	1	0	-1
COc1ccc(/C=C/C(=O)NCCN2CCOCC2)cc1OC	1.0	9	-0.6	i	-1.5	-1	2	2	0	-5
Cc1cc(N2CC(=O)N(CCc3ccccc3)C(=O)C2)n2ncnc2n1	x	4	2.1	1.7	0.2	9	2	-1	3	-3
CC(C)(C)NC(=O)c1ccc(Sc2ccccc2)c([N+](=O)[O-])c1	x	-7	-0.7	i	-0.2	18	6	-2	1	11
Cc1cccc(OCCCC(=O)Nc2ccc(N3CCOCC3)cc2)c1	x	10	-1.1	i	1.8	6	-6	-11	4	27
C/C(=N\NC(=O)CSc1nc2nc(C)cc(C)n2n1)c1ccccc1	x	0	-1.2	4.1	0.9	x	0	2	5	-11
NC(=O)NC(=O)CSc1nnc(-c2ccco2)n1Cc1ccccc1	x	32	-1.0	-2.9	0.8	-1	-1	-9	-6	-5
O=C(Nc1cccc(Cl)c1)OCC#CCN1CCCC1	1.7	x	0.8	-1.2	-0.1	-9	x	-3	4	-4
COc1ccc(C(=O)Nc2ccccc2C(=O)NCC2CCCO2)cc1 (configuration not stated)	0.9	6	-0.9	i	-3.8	-2	0	-10	18	15
Cc1cc(NC(=O)CSc2nnnn2-c2ccccc2F)no1	1.1	-4	-0.7	-0.3	1.6	2	-1	4	-2	-12
CC(C)[C@H](NC(=O)Cc1ccccc1)C(=O)OCc1cc(=O)n2c(n1)sc1ccccc12	-0.9	54*	-0.7	-0.3	0.3	-5	2	2	10	0

Grouped by structure: those above with a tert-butyl group.
SMILES	TcdB inh	DUSP3 inh	PfHsp40 yeast	BH1578 lux ind	BoNT-A LC inh2	PriA SSB inh	3CLpro inhibitor	Anthrax LF prot	Yp Topo-I inh	CCHF vOTU inh
COCCN(C(=O)CNC(=O)c1cccs1)C(C(=O)NC(C)(C)C)c1ccccc1 (configuration not stated)	1.1	27	0.5	-0.7	0.8	1	-2	1	-8	0
CC(C)(C)NC(=O)c1ccc(Sc2ccccc2)c([N+](=O)[O-])c1	x	-7	-0.7	i	-0.2	18	6	-2	1	11

(further entries)
SMILES	TcdB inh	DUSP3 inh	PfHsp40 yeast	BH1578 lux ind	BoNT-A LC inh2	PriA SSB inh	3CLpro inhibitor	Anthrax LF prot	Yp Topo-I inh	CCHF vOTU inh
CCC(c1nnnn1Cc1ccccc1)N1CCC(n2c(=O)[nH]c3ccccc32)CC1 (configuration not stated)	0.5	x	x	x	0.1	x	x	3	x	1
CCOC(=O)C1=C(CC)Nc2ccccc2N=C1NC(=O)c1cc(S(=O)(=O)N(C)C)ccc1Cl	x	31	0.0	x	0.1	-13	5	-8	0	-3
NC(N)=N/N=C/c1ccc(Cl)c(Cl)c1	1.5	29	x	i	-4.0	x	-2	-11	-10	-9
CC(Sc1ccc(Cl)cc1)C(=O)NCC1CCCO1 (configuration not stated)	x	-4	0.3	-3.2	0.1	-23	3	2	-2	0
CCOC(=O)C1CCN(C(=O)CCc2nnc3ccc(NCc4ccco4)nn23)CC1	3.3	6	-0.5	-0.2	15	-15	-1	6	0	3
CCN1CCCc2cc(CN(CCN3CCOCC3)C(=S)Nc3ccccc3C)ccc21	-6.0	22	0.5	-0.2	x	5	2	x	0	-14
Cc1ccc(C)c(NP(=O)(Oc2ccccc2)Oc2ccccc2)c1	-5.3	x	6.6	-0.5	-0.3	-3	5	6	40	15
Fc1ccc(-c2cn3ccccc3n2)cc1	-2.3	-13	0.2	0.8	-0.8	-17	0	6	0	7
O=C(OCCOc1ccccc1)c1cc(S(=O)(=O)N2CCOCC2)ccc1Cl	-0.4	x	0.8	-0.4	-0.5	-11	x	1	14	-3
